Assay outcomes (PubChem BioAssay)
S1P3 antag: antagonists of human S1P3 receptor; AID 485; 170,000 tested, 0.27% active; inhibition, % at 4.98 µM; CHO S1P3 NFAT-BLA reporter, FRET fluorescence, antagonist mode; Q99500;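 active means inhibition above the plate cutoff, the mean inhibition of test wells on that plate plus 3 SD, cut at about 28% in these data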;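 further: cells challenged with S1P at its EC80 of 0.8 µM; blue over green emission ratio from cleaved BLA substrate after 4 h stimulation; 0% = S1P-stimulated wells and 100% = unstimulated DMSO-only wells; some compounds past the cut are filed as inactive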
Target sequence (Q99500 whole entry, looked up): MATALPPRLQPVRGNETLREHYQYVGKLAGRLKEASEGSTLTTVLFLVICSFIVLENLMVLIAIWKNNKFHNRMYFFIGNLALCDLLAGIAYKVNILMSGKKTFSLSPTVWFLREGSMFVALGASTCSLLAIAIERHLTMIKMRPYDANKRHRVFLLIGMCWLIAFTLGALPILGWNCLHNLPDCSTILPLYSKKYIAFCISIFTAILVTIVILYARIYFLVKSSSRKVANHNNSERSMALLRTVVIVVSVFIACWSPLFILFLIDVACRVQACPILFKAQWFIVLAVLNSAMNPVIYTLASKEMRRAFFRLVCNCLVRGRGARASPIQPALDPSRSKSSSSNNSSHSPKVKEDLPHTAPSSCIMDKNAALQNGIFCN
STAT3 activator: STAT3 signaling activation; U3A cells, IL-6 STAT3-luciferase reporter, luminescence; 100% = signal with IL-6 EC80 alone; activation (% of control), % at 5.6 µM; 190,000 tested, 0.91% active;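 active means activation above the screen-wide mean of compound activation plus 3 SD, cut at about 130% in these data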;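 further: 0% = background luminescence of wells with medium and substrate only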
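Assay system – human STAT1-deficient U3A cells with stable STAT3-luciferase reporter · Also added – IL-6 (33 ng/mL) · Schedule – compound 1 h, then IL-6 6 h at 37 °C · Technique – reporter luminescence signal · Evaluation – % activation versus median of IL-6-stimulated wells · Benchmarks – IL-6-only wells as 100% reference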
STAT1 inh: reduces IFN-gamma driven STAT1 reporter signal; inhibition, % at 5.5 µM; NIH 3T3 STAT1-luciferase reporter, luminescence; 200,000 tested, 0.35% active; AID 920;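 active means inhibition above a set limit, the mean inhibition across all tested compounds plus 3 SD, cut at about 34% in these data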;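 further: 0% = IFN-gamma with DMSO and 100% = IFN-gamma with 300 µM nifuroxazide; values of inactives mirror those of a sister screen read the other way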
TR-FRET SRC-2 ct: TR-FRET artefact, counter-screen to PPARgamma/SRC-2 agonist assay. TR-FRET ratio at 8 µM. AID 1049. stronger effect = higher value. 200,000 tested, 0.4% active; in the data active means TR-FRET ratio above about 2000; further: inactives centre near 1500
PPARg SRC-2 ag: promotes SRC-2 coactivator recruitment by human PPARgamma. P37231. PPARgamma LBD-SRC-2 recruitment, biochemical. activation, % at 8 µM. 200,000 tested, 0.34% active. AID 1032; in the data active means activation above about 22%;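 further: 0% = vehicle and 100% = reference agonist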
PPARg SRC-3 ag: agonists of human PPARgamma SRC-3 coactivator recruitment; biochemical PPARgamma/SRC-3 coactivator recruitment assay; activation, % at 8 µM; P37231; 200,000 tested, 0.26% active; in the data active means activation above about 23%;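 further: 0% = DMSO and 100% = reference agonist; some compounds past the cut are filed as inactive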
PPARg SRC1 recr: promotes SRC-1 coactivator recruitment by human PPARgamma | P37231 | PPARgamma-SRC-1 coactivator recruitment biochemical assay | activation, % at 8 µM | 200,000 tested, 0.41% active; in the data active means activation above about 19%;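 further: 0% = DMSO and 100% = reference agonist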
TLR4 MyD88 comp: inhibitors of human TLR4-MyD88 binding; O00206+Q99836; HeLa CL3-4 TLR4/MyD88 BLA complementation, FRET ratio; inhibition, % at 8.4 µM; 200,000 tested, 0.18% active; AID 861; in the data active means inhibition above about 25%;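 further: 0% = vehicle and 100% = reference inhibitor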
STAT3 inh: STAT3 signaling inhibition | 190,000 tested, 0.89% active | U3A cells, IL-6 STAT3-luciferase reporter, luminescence; host cell line lacks STAT1 | inhibition, % at 5.5 µM | AID 862;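 active means inhibition above the mean inhibition across all screened compounds plus 3 SD, cut at about 44% in these data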;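 further: 0% = DMSO only wells and 100% = 100 µM nifuroxazide control wells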
RAM inhibit: yeast RAM network inhibition; AID 868; S. cerevisiae dse1pr::URA3 reporter, 5-FOA growth OD615, 2 d; analog-sensitive cbk1-as2 kinase mutant strain; inhibition, % at 50 µM; 190,000 tested, 1.8% active;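 active means inhibition above a set limit, 3 SD over mean compound inhibition, cut at about 8.4% in these data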;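 further: 0% = DMSO-only wells with no growth and 100% = 10 µM 1-NA-PP1 full growth; inhibition rescues growth on 5-FOA so higher OD means more RAM inhibition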
ROMK mod: modulators of human ROMK potassium channel; AID 1918; Tet-inducible ROMK, thallium flux fluorescence; actives lie on both sides; 130,000 tested, 2% active; B-score at 10 µM; P48048;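 active means signal ratio slope over the read window, or its plate-corrected B-score, at least 3 SD from the plate mean, either direction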;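 further: B-score of the F/F0 ratio slope over 7 to 12 s after thallium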
Target sequence (P48048 whole entry, looked up): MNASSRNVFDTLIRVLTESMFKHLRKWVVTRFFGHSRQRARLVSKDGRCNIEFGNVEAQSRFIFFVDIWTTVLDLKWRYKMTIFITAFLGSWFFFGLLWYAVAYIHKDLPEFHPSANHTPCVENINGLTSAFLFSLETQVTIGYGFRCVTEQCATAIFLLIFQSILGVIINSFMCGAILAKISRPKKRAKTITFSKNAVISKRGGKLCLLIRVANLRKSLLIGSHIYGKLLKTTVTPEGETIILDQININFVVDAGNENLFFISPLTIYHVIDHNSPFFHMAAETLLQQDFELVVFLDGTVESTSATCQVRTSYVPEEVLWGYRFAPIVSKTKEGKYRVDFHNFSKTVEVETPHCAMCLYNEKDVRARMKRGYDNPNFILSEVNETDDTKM
An asterisk follows results filed as active; / = no result given; & = joins results of further samples. Only part of the results is shown. The share of hits here may be higher or lower than overall.

Molecule	S1P3 antag	STAT3 activator	STAT1 inh	TR-FRET SRC-2 ct	PPARg SRC-2 ag	PPARg SRC-3 ag	PPARg SRC1 recr	TLR4 MyD88 comp	STAT3 inh	RAM inhibit	ROMK mod
COc1ccccc1Cn1c(SCC#N)nc2cc(C(=O)N3CCC4(CC3)OCCO4)ccc2c1=O	-10	117	3	1716	-3	0	3	-3	-12	0.1	0.61
CN(C(=O)Oc1ccc(C(C)(C)C)cc1)c1ccccc1	-7	99	-26	1627	3	-3	18	6	6	1.5	-0.2
COc1ccc(C2SCC(=O)Nc3c2c(C)nn3C2CCOC(C)(C)C2)cc1 (configuration not stated)	/	99	1	1618	-4	8	-3	-1	4	2.8	/
CCC(=NCCCN(C)C)c1c(O)n(-c2ccc(OC)cc2)c(=O)[nH]c1=O	-16	93	1	1596	0	11	8	-9	10	-0.5	0.07
O=C1C2CCCC1C(N1CCCC1)CC2 (configuration not stated)	-2	94	4	1636	12	5	4	-2	5	1.0	0.24
O=C(COC(=O)Cc1ccccc1)Nc1cccnc1Cl	-11	94	-7	1703	0	2	4	-1	11	0.7	0.35
CCc1ccc(N2C(=O)NC(=O)C(Cc3ccc(OC)cc3OC)C2=O)cc1 (configuration not stated)	/	99	-1	1578	-1	12	-1	1	1	2.1	0.051
CC1=C(C(=O)O)N2C(=O)C(NC(=O)CCCC(=O)O)C2SC1 (configuration not stated)	6	97	-10	1523	2	-7	-13	-6	5	0.1	0.086
Cn1c(O)c(C=NCc2ccco2)c(=O)n(C)c1=O	/	95	-5	1494	2	13	7	17	12	0.5	/
C=CCn1c(O)c(C=NCCN(C)C)c(=O)[nH]c1=O	/	100	-2	1472	-2	1	4	7	2	0.1	-0.24
CC(=O)c1cc(C#N)c(N2CCN(C)CC2)nc1C	-5	97	-8	1282	0	-2	-1	0	8	-0.2	-0.55
CCOC(=O)c1c(C)[nH]c(C(=O)C(Cc2ccccc2)N(C)C)c1C (configuration not stated)	/	102	-2	1359	7	-1	5	-12	-4	0.9	-1.6
O=P(OCC(F)(F)C(F)F)(N1CCOCC1)N1CCOCC1	-18	96	11	1397	2	-4	-2	10	7	0.9	-0.067
Cc1nc2ccccc2c(=O)n1-c1ccccn1	-15	101	-8	1361	-8	2	-5	-7	0	1.2	/
Cc1ccc(C2C(S(C)(=O)=O)=C(O)C(=O)N2c2ccccc2)cc1 (configuration not stated) (tested in a mixture with another compound)	28	101	-14	1334	6	-7	-2	-5	4	-0.7	/
CCC(=NCc1ccco1)c1c(O)n(C2CCCCC2)c(=O)[nH]c1=O	1	102	-2	1385	-10	-4	-2	-6	0	-1.7	-4*
CCN(CC)CCNC(=O)c1c(O)c2ccccc2n(Cc2ccccc2)c1=O	/	101	0	1552	8	10	7	0	2	2.7	/
O=C1Nc2ccc(Br)cc2C(c2ccccc2Cl)=NC1O (configuration not stated)	-1	99	-1	1451	0	0	2	-13	3	0.7	0.035
CCOCCCN=Cc1c(O)n(Cc2ccccc2)c(=O)[nH]c1=O	10	99	-3	1590	4	-1	8	-4	7	3.7	/
O=c1[nH]c(=S)n(Cc2ccco2)c(O)c1C=NCc1cccs1	/	101	-1	1685	9	0	1	-11	-1	5.7	-1.2
COC(=O)CSC1=NN1c1cc(C)nc(N)n1	-7	/	-3	1556	4	0	4	-13	/	-0.4	/
CN1C(=O)NC(=O)C2(Cc3ccccc3N3CCOCC32)C1=O (configuration not stated)	/	93	5	1514	6	12	-5	-4	12	-0.7	/
O=C(c1cc2nc(-c3ccccc3)cc(-c3ccccc3)n2n1)N1CCC2(CC1)OCCO2	-18	87	-3	1766	6	8	7	1	20	4.7	/
Cc1cccc(CNCCc2ccccc2)n1	2	104	4	1472	3	1	10	-9	-7	1.3	0.34
CN(C(=O)Oc1ccc(C(=O)c2ccc(Cl)cc2)cc1)c1ccccc1	-6	103	-10	1728	1	-2	0	-5	-6	8.4*	0.79
O=C(Cc1ccccc1)Oc1cccc(N2C(=O)CCC2=O)c1	-29	95	13	1603	14	4	6	2	7	1.5	0.15
Cc1cccc(CS(=O)(=O)Cc2ccc(C(=O)N3CCC4(CC3)OCCO4)o2)c1	4	94	11	1550	-3	1	13	-10	14	0.8	/
O=c1[nH]c(=O)n(Cc2ccc(F)cc2)c(O)c1C=NCCCN1CCOCC1	4	107	2	1453	1	7	2	2	-4	-0.9	/
CC12CN3CC(C)(CN(C1)C3c1cccnc1)C2=O (configuration not stated)	13	105	-8	1683	3	3	1	-9	2	0.7	0.99
CCCCn1c(O)c(C(C)=NCCCn2ccnc2)c(=O)[nH]c1=O	/	113	-2	1478	-4	2	7	6	-9	-0.7	0.54

Rewritten field by field: 4 of the compounds above
compound: Cc1cccc(CNCCc2ccccc2)n1
  S1P3 antag: 2
  STAT3 activator: 104
  STAT1 inh: 4
  TR-FRET SRC-2 ct: 1472
  PPARg SRC-2 ag: 3
  PPARg SRC-3 ag: 1
  PPARg SRC1 recr: 10
  TLR4 MyD88 comp: -9
  STAT3 inh: -7
  RAM inhibit: 1.3
  ROMK mod: 0.34

compound: COc1ccccc1Cn1c(SCC#N)nc2cc(C(=O)N3CCC4(CC3)OCCO4)ccc2c1=O
  S1P3 antag: -10
  STAT3 activator: 117
  STAT1 inh: 3
  TR-FRET SRC-2 ct: 1716
  PPARg SRC-2 ag: -3
  PPARg SRC-3 ag: 0
  PPARg SRC1 recr: 3
  TLR4 MyD88 comp: -3
  STAT3 inh: -12
  RAM inhibit: 0.1
  ROMK mod: 0.61

compound: CCN(CC)CCNC(=O)c1c(O)c2ccccc2n(Cc2ccccc2)c1=O
  S1P3 antag: /
  STAT3 activator: 101
  STAT1 inh: 0
  TR-FRET SRC-2 ct: 1552
  PPARg SRC-2 ag: 8
  PPARg SRC-3 ag: 10
  PPARg SRC1 recr: 7
  TLR4 MyD88 comp: 0
  STAT3 inh: 2
  RAM inhibit: 2.7
  ROMK mod: /

compound: CC(=O)c1cc(C#N)c(N2CCN(C)CC2)nc1C
  S1P3 antag: -5
  STAT3 activator: 97
  STAT1 inh: -8
  TR-FRET SRC-2 ct: 1282
  PPARg SRC-2 ag: 0
  PPARg SRC-3 ag: -2
  PPARg SRC1 recr: -1
  TLR4 MyD88 comp: 0
  STAT3 inh: 8
  RAM inhibit: -0.2
  ROMK mod: -0.55

The listing picks up with the 2 entries that preceded the break.
Molecule	S1P3 antag	STAT3 activator	STAT1 inh	TR-FRET SRC-2 ct	PPARg SRC-2 ag	PPARg SRC-3 ag	PPARg SRC1 recr	TLR4 MyD88 comp	STAT3 inh	RAM inhibit	ROMK mod
CC12CN3CC(C)(CN(C1)C3c1cccnc1)C2=O (configuration not stated)	13	105	-8	1683	3	3	1	-9	2	0.7	0.99
CCCCn1c(O)c(C(C)=NCCCn2ccnc2)c(=O)[nH]c1=O	/	113	-2	1478	-4	2	7	6	-9	-0.7	0.54
Cc1ccc(C(C)C)c(OCC#CCN2CCCC2)c1	8	99	9	1600	11	0	5	-13	7	1.9	0.47
O=C(COc1ccc(Cl)cc1Cl)N1CCN(C/C=C/c2ccccc2)CC1	/	105	3	1599	5	-9	0	-8	1	0.8	-1.4
c1ccc2c(N3CCNCC3)nsc2c1	-1	85	-2	1618	7	3	8	-12	24	0.9	-1.2
O=c1[nH]c(=S)[nH]c(O)c1CN1CCCCC1	-11	105	-7	1513	5	6	5	-6	-1	2.6	1.2
CCOC(=O)C1=C(N)Oc2cc(C)oc(=O)c2C12C(=O)N1c3c(cc(OC)cc32)C(C)=CC1(C)C (configuration not stated)	4	102	-9	1479	2	10	6	-2	-1	2.6	/
Cc1ccsc1C(=O)C1CCCN(Cc2c(C)nn(C(C)C)c2C)C1 (configuration not stated)	8	95	6	1524	6	-1	6	1	16	0.5	-0.89
CC(c1ccccc1)n1cncc1C(=O)N1CCCC1=O (configuration not stated)	-36	104	-4	1593	0	4	1	-1	1	2.0	/
c1ccc2c(NC3=NCCS3)cccc2c1	-14	105	-1	1463	-4	5	-9	14	-1	1.3	/
CC(C)C(=O)N1CCN(CCN=Cc2c(O)n(C)c(=O)n(C)c2=O)CC1	/	110	7	1487	-16	-2	-4	0	-9	0.4	1.1
CC(=O)C1(c2ccccc2)CCNCC1	/	108	-4	1596	3	-5	7	0	-4	3.2	0.63
CN(C)CC#CCC(O)(c1ccccc1)C1CCCC1 (configuration not stated)	/	93	10	1574	3	7	2	-1	6	0.7	-0.32
O=c1c2cc([N+](=O)[O-])ccc2nc(CN2CCOCC2)n1-c1ccccc1F	/	104	-11	1572	-5	-4	5	-12	0	0.4	0.67
CC(=O)c1cn(Cc2ccccc2C#N)c2ccccc12	22	45	28	1501	-2	0	-2	-4	66*	-0.4	/
COc1ccc2nc(NC3=NCCN3)sc2c1	1	90	-45	1739	-2	2	-5	0	16	0.1	0.48
CCCCSP1(=S)NCCCO1 (configuration not stated)	/	90	3	1516	-2	-12	-3	-2	18	0.3	-0.39
O=c1[nH]c(=O)n(CCC2=CCCCC2)c(O)c1C=Nc1cccc(F)c1	/	102	-3	1497	12	-9	2	-2	2	5.1	/
Cc1ccccc1-n1c(O)c(/C=N/c2nccs2)c(=O)[nH]c1=O	-13&-7	100&90	-4&10	1599&1510	2&11	-2&2	-1&-2	1&-4	2&18	0.2&-0.6	0.66
CC(C)c1cccc(C(C)C)c1OCCn1ccnc1	-1	114	14	1673	-7	4	11	10	-11	2.5	0.39
O=c1[nH]c(=O)n(-c2ccccc2)c(O)c1N=Nc1ccc(Br)cc1	-11	94	-3	1585	11	4	8	19	12	7.7	0.95
Cc1ccc(C2CC(=O)C(C=NCCN3CCN(C(=O)Cc4ccccc4)CC3)=C(O)C2)cc1 (configuration not stated)	5	106	-1	1530	0	9	-1	0	-3	2.7	/
O=C(CCn1nc(-c2ccc(Cl)cc2)ccc1=O)N1CCC2(CC1)OCCO2	21	86	-7	1487	-1	1	-3	11	26	0.1	0.23
Cc1ccc(OCC(=O)N2CCN(CC3CC4C=CC3C4)CC2)cc1 (configuration not stated)	4	97	-5	1440	-1	2	2	-15	8	-0.3	-2.1*
CC(=O)N(C1=NCCCS1)c1ccc(Cl)cc1	0	101	0	1353	-2	2	10	8	2	0.0	/
Cc1c(N=Cc2c(O)n(Cc3ccco3)c(=O)[nH]c2=O)c(=O)n(-c2ccccc2)n1C	/	104	7	1469	1	6	9	2	-2	-0.8	/
Cc1cccc(NC(=O)C(C)N2CC=C(c3ccccc3)CC2)c1 (configuration not stated)	5	97	5	1742	11	10	2	2	8	0.1	-0.18
O=C(c1cn(Cc2ccccc2)c2ccccc12)N1CCCCC1	-10	108	9	1429	3	8	3	5	-7	0.2	0.063
CN(C)[C@@H]1C(=O)C(C(N)=O)=C(O)[C@@]2(O)C(=O)C3=C(O)c4c(O)cccc4[C@@](C)(O)[C@H]3[C@H](O)[C@@H]12	1	102	-8	1430	6	3	8	-6	0	0.8	/
